WRN inhibitor: inhibitors of human WRN helicase; Q14191; WRN helicase unwinding, fluorescent forked duplex, kinetic; 0.46% of 360,000 active; Potency, µM (doses to about 114 µM), inactives show top-dose activity change, negative = inhibition, most hits filed as inhibitors; AID 651768; further: potency means the concentration at half of the fitted maximal effect; on the % scale 0 is the no-effect control and ±100 the full control effect; nearly all actives have a fitted effect of over 55% in size
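Kinetic fluorescence helicase assay: unwinding of a quenched forked DNA duplex (100 nM final) with 2 mM ATP final raises red fluorescence (525/598 nm). Compounds sat 15 min at room temperature with 20 nM WRN beforehand.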
EPAC2 antagonist: blocks human EPAC2 exchange factor. EPAC2 GEF exchange of Rap1B-BODIPY-GDP, fluorescence. 0.18% of 360,000 active. Q8WZA2. Potency, µM (doses to about 114 µM), without a hit: top-dose activity, negative = inhibition, hits mostly inhibitors; further: potency means the concentration at half of the fitted maximal effect; on the % scale 0 is the no-effect control and ±100 the full control effect; nearly all actives have a fitted effect of over 45% in size; many of its hits are not listed in these tables
EPAC1 ag: EPAC1 (human) agonism. EPAC1 agonist qHTS, biochemical assay; response scale: 100% = response to 6.5 mM cAMP. 0.073% of 360,000 active. Potency, µM (titrated, usually from 154 µM), for inactives: at the top dose activation, actives largely listed as activators; further: potency means the concentration at half of the fitted maximal effect; nearly all actives have a fitted effect of over 60% in size
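Multi-concentration qHTS readout: loss of Rap1B-bound BODIPY-GDP fluorescence driven by 100 nM EPAC1 with excess GDP (50 uM), monitored kinetically at room temperature; agonist response expressed relative to 6.5 mM cAMP.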
EPAC1 antag: antagonists of human EPAC1 | Potency, µM (doses to about 115 µM), for inactives: top-dose activity change, negative = inhibition, actives largely listed as inhibitors | 0.14% of 360,000 active | AID 720709 | EPAC1 GEF assay, Rap1b-BODIPY-GDP exchange fluorescence;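 further: potency means the concentration at half of the fitted maximal effect; plate controls were vehicle for no effect and positive control for full effect; nearly all actives have a fitted effect of over 50% in size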
CCT modulator: cytosolic chaperonin activity modulation; purified chaperonin ATPase assay, HTRF ADP detection, 30 min; AID 651819; activity change, % (concentration not given with the values), hits read low; 0.3% of 360,000 active; in the data active means activity change below about -30%; further: on the % scale 0 is the no-effect control and ±100 the full control effect
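TRiC (40 or 20 nM final, by batch activity) in 30 mM Tris pH 7.4, 100 mM KCl, 5 mM MgCl2, 1 mM DTT was treated with compound at 76 uM single dose, then 10 uM ATP, 30 min at 37 °C. ADP was read by HTRF Transcreener.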
MmCpn inh: blocks the Methanococcus maripaludis chaperonin Mm-Cpn; Potency, µM (top dose mostly 76.9 µM), for inactives: at the top dose activity, negative = inhibition, usual class: inhibitors; 0.031% of 330,000 active; purified Mm-Cpn ATPase, ADP Transcreener TR-FRET; further: potency means the concentration at half of the fitted maximal effect; on the % scale 0 is the no-effect control and ±100 the full control effect; nearly all actives have a fitted effect of over 80% in size
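Purified archaeal chaperonin (25 nM final) was preincubated with compound for 10 min at 37°C, then ATP (10 uM final) was added for 30 min at 37°C in Tris pH 7.4/KCl/MgCl2/DTT buffer. ADP was quantified by HTRF Transcreener TR-FRET.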
PI5P4Ka inh: blocks human PI5P4K alpha kinase activity; P48426; PI5P4Kalpha enzyme, ADP-Glo luminescence, 60 min; hits give low values; max response, %; AID 652105; 1.2% of 330,000 active; active means max response of -50% or lower; inconclusive means between -30% and -50%; inactive means -30% or higher; further: value at the top dose of about 77 µM; on the % scale 0 is the no-effect control and ±100 the full control effect
Target sequence (P48426 whole entry, looked up): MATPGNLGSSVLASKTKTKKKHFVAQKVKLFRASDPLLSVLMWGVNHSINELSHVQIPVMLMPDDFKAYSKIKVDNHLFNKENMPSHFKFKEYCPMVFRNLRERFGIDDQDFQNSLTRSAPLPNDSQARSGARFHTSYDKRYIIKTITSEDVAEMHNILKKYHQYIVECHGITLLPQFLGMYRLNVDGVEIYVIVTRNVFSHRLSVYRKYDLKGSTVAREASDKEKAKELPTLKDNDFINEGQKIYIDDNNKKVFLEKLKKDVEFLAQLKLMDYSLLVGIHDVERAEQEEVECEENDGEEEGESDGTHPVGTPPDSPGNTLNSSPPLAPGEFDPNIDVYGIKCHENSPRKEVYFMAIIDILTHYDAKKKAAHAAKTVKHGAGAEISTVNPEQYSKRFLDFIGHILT
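Single end-point luminescence (ADP-Glo) quantified ADP from PI5P4Kalpha turnover; ATP 5 microM final, 1 h at RT, 0.1% CHAPS and 0.28 mM EGTA in HEPES pH 7.4.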
PLK1 PBD inh: inhibitors of human PLK1 polo-box domain binding; P53350; Plk1 PBD binding of FITC phosphopeptide, fluorescence polarization; Potency, µM, without a hit: max response, negative = inhibition, most hits filed as inhibitors; 2.8% of 360,000 active; AID 720504; further: potency means the concentration at half of the fitted maximal effect; series mostly up to about 57 µM; on the % scale 0 is the no-effect control and ±100 the full control effect; nearly all actives have a fitted effect of over 65% in size
Target sequence (P53350 whole entry, looked up, the tested form may be a part): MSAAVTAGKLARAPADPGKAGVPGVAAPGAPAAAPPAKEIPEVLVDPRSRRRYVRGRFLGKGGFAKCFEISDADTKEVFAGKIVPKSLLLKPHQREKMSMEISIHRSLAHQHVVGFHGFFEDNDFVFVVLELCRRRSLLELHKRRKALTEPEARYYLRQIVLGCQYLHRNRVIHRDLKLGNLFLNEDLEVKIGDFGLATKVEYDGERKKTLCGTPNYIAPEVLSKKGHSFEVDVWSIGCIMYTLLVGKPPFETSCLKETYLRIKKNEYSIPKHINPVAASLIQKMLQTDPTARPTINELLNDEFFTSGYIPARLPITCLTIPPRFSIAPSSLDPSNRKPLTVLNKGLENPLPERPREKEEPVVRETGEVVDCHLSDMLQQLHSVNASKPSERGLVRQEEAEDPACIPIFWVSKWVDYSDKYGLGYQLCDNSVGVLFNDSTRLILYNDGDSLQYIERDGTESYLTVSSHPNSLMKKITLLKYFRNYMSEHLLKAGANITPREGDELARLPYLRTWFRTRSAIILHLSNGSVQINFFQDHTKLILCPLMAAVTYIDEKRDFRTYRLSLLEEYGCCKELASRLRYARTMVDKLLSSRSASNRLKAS
* marks the source's active call; other numbers are inactive results; u = inconclusive; x = not tested or not shown; & = joins results of further samples; [ ] = dose if it differs, or a comment. Unless noted, the call rests on the fitted dose curve; in most records, active means well fitted curve in the direction sought with a large enough effect; inconclusive means small, poorly fitted or top-dose-only effect, or another doubt; inactive means no such curve, though single readings can be large; an effect the other way counts as inactive or inconclusive. This is a subset, so the mix of outcomes need not match the whole.

SMILES | WRN inhibitor | EPAC2 antagonist | EPAC1 ag | EPAC1 antag | CCT modulator | MmCpn inh | PI5P4Ka inh | PLK1 PBD inh
CCOc1ncccc1C(=O)OCC(=O)N(CC(C)C)c1c(N)n(Cc2ccccc2)c(=O)[nH]c1=O | 1% | -5% | 8% | 9% | -1.8 | -6% | 1 | -9%
Cc1cc(Nc2c(C)n(C)n(-c3ccccc3)c2=O)c2ccccc2n1 | 0% | -1% | 8% | -26% | -1.3 | 3% | -4 | -10%
O=C(CCNS(=O)(=O)c1ccc2c(c1)CCC(=O)N2)Nc1ccc2c(c1)OCCO2 | 2% | 3% | 9% | 7% | -0.1 | 1% | x | -4%
Cc1ccnc(SC2CC(=O)N(c3ccc(Br)cc3)C2=O)n1 (configuration not stated) | 1% | -18% | 11% | 6% | 0.4 | 0% | 8 | -5%
CC(=O)c1cccc(Nc2nc(-c3sc(C)nc3C)cs2)c1 | -9% | -1% | -5% | -27% | 0.9 | 0% | 0 | 0%
Cc1ccc(S(=O)(=O)N2CCCCC2)cc1NC(=O)COC(=O)c1c(F)cccc1F | -6% | -2% | 15% | -29% | -2.7 | -4% | -7 | -7%
COc1ccccc1/C=C/C(=O)NCC(=O)N/N=C/c1ccccc1 | -12% | 4% | 0% | 1% | -7.3 | 1% | -1 | -8%
N#Cc1c(Nc2ccccc2)c(/C=N/N=C/c2ccccc2)c[nH]c1=O | -11% | 0% | -16% | u | -1.7 | -3% | 5 | 8%
COc1ccc(CNC(=O)Nc2cccs2)cc1OC | -3% | 2% | 0% | 11% | -0.9 | 1% | -16 | u
CC(C)(C#N)NC(=O)c1ccco1 | 14% | -5% | 0% | -6% | -1.7 | -1% | -6 | -9%
CC(C)=CCC/C(C)=C/COc1ccc2ccc(=O)oc2c1 | 4% | -3% | -9% | -23% | 0.3 | x | 18 | 4%
Cn1cnnc1SCc1ccc(C(=O)N=Nc2c(O)n(C)c3ccccc23)cc1 | -17% | -2% | -1% | -8% | -2.5 | -1% | -5 | 0%
S=C1NC(c2ccccc2)=NCN1c1ccc(Br)cc1 | -5% | 3% | 3% | 10% | -0.9 | 0% | x | -5%
CC(=O)Nc1ccc(N2C(=O)c3cccc(NC(C)=O)c3C2=O)cc1 | 3% | 14% | -10% | -14% | -19 | 2% | 4 | -3%
CCOC(=O)CNC(=O)CSc1ncnc2c1nnn2-c1ccc(F)cc1 | -5% | -9% | -1% | -11% | -1.7 | 0% | -2 | -4%
COc1ccc2c(c1OC)C(=O)N(c1ccc3c(c1)CCC3)C2=O | 0% | 0% | 5% | 12% | -0.3 | 2% | x | 1%
CN(C(=O)CSc1nnc(-c2ccc(Cl)cc2)n1CC1CCCO1)C1CCS(=O)(=O)C1 (configuration not stated) | 5% | 7% | -4% | -2% | -1.4 | 0% | -5 | -9%
O=[N+]([O-])c1ccc(Oc2ccc(Oc3ccc(C(F)(F)F)cn3)cc2)nc1 | -1% | -8% | -3% | -12% | -1.4 | 0% | 4 | -10%
COc1ccc(-n2c(=S)[nH]c3cc(C(=O)NCc4ccco4)ccc3c2=O)c(OC)c1 | -1% | -9% | 0% | -6% | -2.6 | 0% | -15 | -7%
NC(=O)C1=C[C@@H](c2coc3ccccc3c2=O)C[C@@H](OCCCCO)O1 | -8% | 13% | 8% | -6% | -3.4 | x | 7 | 1%
CCCN1Cc2cccc(C(=O)NC(CC(=O)OCC)c3ccc(C)cc3)c2C1=O (configuration not stated) | 8% | -1% | -4% | 4% | 0.8 | 3% | 4 | -4%
COc1ccc2nc(-c3ccc(N)cc3)[nH]c2c1 | -9% | 4% | -7% | 4% | -0.3 | u | -10 | u
CCc1[nH]nc2c1C(C(C)C)C(C#N)=C(N)O2 (configuration not stated) | 5% | -3% | 8% | 9% | -0.6 | 1% | x | -4%
COc1ccc(CN(Cc2ccccn2)S(=O)(=O)c2ccc(-n3cnnn3)c(OC)c2)cc1 | -6% | -8% | 5% | 2% | -3.5 | 0% | x | -4%
Cc1ccc2nsnc2c1S(=O)(=O)N1CCCC1 | 1% | 6% | 10% | -2% | -6.3 | -1% | 0 | -1%
SMILES | WRN inhibitor | EPAC2 antagonist | EPAC1 ag | EPAC1 antag | CCT modulator | MmCpn inh | PI5P4Ka inh | PLK1 PBD inh
CCOc1ccc(N=C(NC#N)SCC(=O)NC2CC2)cc1 | -12% | -4% | 11% | 4% | -1.5 | -1% | x | -24%
O=C(CC1C(=O)NCCN1Cc1c(F)cccc1Cl)NCCCn1ccnc1 (configuration not stated) | 4% | 6% | 4% | -6% | -2.8 | 1% | 3 | 1%
CCOc1ccc(NC(=O)CC2C(=O)N(c3ccc(OCC)cc3)C(=S)N2C2CC2)cc1 (configuration not stated) | -8% | 27% | -4% | 2% | -0.9 | 1% | 0 | 4%
CC(CC(=O)Nc1cccc(F)c1)S(=O)(=O)c1ccc2c(c1)NC(=O)CO2 (configuration not stated) | 5% | 3% | -4% | -4% | -1.3 | 2% | -1 | -1%
CN(C)S(=O)(=O)c1ccc(C(=O)Nc2nnc(SCc3ccccc3)s2)cc1 | 14% | 28% | -7% | 10% | 1.0 | 0% | 2 | -6%
CCC(=O)NC(c1ccco1)c1cc(Cl)c2cccnc2c1OC (configuration not stated) | x | 1% | -7% | -8% | x | -29%&0% | x | x
CC1CCN(C(=O)C2CCN(CC(C)c3ccccc3)CC2)CC1 (configuration not stated) | 0% | 29% | 7% | 2% | 1.0 | -1% | 4 | 2%
COC(=O)C1CCN(C(=O)COC(=O)/C=C/c2ccc(O)c(OC)c2)CC1 | 1% | -5% | 10% | -2% | -2.6 | 0% | 7 | -10%
O=C(NC1CCN(C(=S)NCCc2ccccc2)CC1)C1CCCCC1 | -3% | -2% | 7% | 3% | -1.7 | 1% | 5 | 0%
Nc1nc(CSc2nc3ccccc3[nH]2)nc(N2CCOCC2)n1 | 3% | 2%[57.1 µM] | 1% | -17% | -4.0 | -2% | 1 | -2%
Cc1ccc(/C=C2\SC(=S)N(CCC(=O)N3CCCCC3)C2=O)cc1 | -9% | u | 3% | -11% | 1.6 | 2% | 11 | -6%
COc1ccc(-c2nc(CS(=O)(=O)CC(=O)NCc3ccc(F)cc3)c(C)o2)cc1 | 1% | 2% | 7% | -23% | -0.9 | -3% | 3 | -7%
COCCNC(=O)c1cc(-c2ccccc2)nn1Cc1cc(C)no1 | 16% | 12% | -20% | 11% | 0.4 | -1% | -7 | 6%
O=C(CCCCCBr)N1CCC(CC2CC(c3cccc(Br)c3)=NO2)(C(=O)NCC2CCCCC2)CC1 (configuration not stated) | -13% | -3% | 9% | -10% | -1.4 | 1% | 7 | -5%
CSc1ccc(Cn2c(C)c(C(=O)NCc3cccs3)sc2=O)cc1 | 0%[57.1 µM] | 5% | 3% | -18% | 1.8 | x | 3 | 4%
CC(=O)Oc1ccc(-c2nc3c(C)cccc3c(=O)o2)cc1 | -22% | 10% | 5% | -5% | 0.3 | -2% | 2 | -6%
O=C(CCC(=O)N(Cc1ccco1)C(C(=O)NC1CCCC1)c1ccncc1)Nc1cccnc1 (configuration not stated) | 6% | -3% | 4% | -2% | -4.6 | 0% | 1 | -6%
COC(=O)CCC(=O)NC(=S)Nc1c(C)cccc1C | -5% | -3% | -1% | -4% | -2.8 | 0% | 0 | -10%
COc1ccc(-n2nc(C)c3c(=O)c4c([nH]c32)CCCC4)cc1 | -6% | -4% | 13% | 13% | -1.0 | 1% | -4 | -2%
C/C=C/c1ccc(OCC(=O)N(CCOC)c2c(N)n(CCCC)c(=O)[nH]c2=O)c(OC)c1 | -8% | -12% | 8% | -8% | -2.6 | 2% | -1 | 6%
CN1C(C)(C)CCCC1(C)C | 1% | 17% | -1% | -7% | -1.1 | -1% | -1 | -11%
COC(=O)c1ccc(C(=O)OC)c(NC(=O)CN(C)Cc2cccc(Cl)c2Cl)c1 | -10% | -7% | 12% | -7% | 0.2 | 1% | 15 | -2%
COc1cc2c(=O)n(Cc3ccco3)c(=O)n(CC(=O)c3cccc(Br)c3)c2cc1OC | 7% | -1% | 2% | 6% | -1.4 | -4% | -4 | -5%
Cc1cc(O)c2c(c1O)C(=O)[C@]13C(=C2O)C(=O)[C@@H]2[C@@H](O)[C@H]1[C@@H]1[C@H](O)[C@H]3C(=O)C3=C(O)c4c(O)cc(C)c(O)c4C(=O)[C@]312 | 56µM* | -8% | -11% | u | 2.7 | -1% | -91* | 30µM*
CN1CCN(c2ccc([N+](=O)[O-])cc2NC(=O)c2ccco2)CC1 | 4% | 1% | -1% | 2% | 0.4 | u | 1 | -4%

Arranged by the number under EPAC2 antagonist (ascending): three from the list above
Molecule,WRN inhibitor,EPAC2 antagonist,EPAC1 ag,EPAC1 antag,CCT modulator,MmCpn inh,PI5P4Ka inh,PLK1 PBD inh
O=C(CCCCCBr)N1CCC(CC2CC(c3cccc(Br)c3)=NO2)(C(=O)NCC2CCCCC2)CC1 (configuration not stated),-13%,-3%,9%,-10%,-1.4,1%,7,-5%
CN1C(C)(C)CCCC1(C)C,1%,17%,-1%,-7%,-1.1,-1%,-1,-11%
CC1CCN(C(=O)C2CCN(CC(C)c3ccccc3)CC2)CC1 (configuration not stated),0%,29%,7%,2%,1.0,-1%,4,2%

More structures:
SMILES | WRN inhibitor | EPAC2 antagonist | EPAC1 ag | EPAC1 antag | CCT modulator | MmCpn inh | PI5P4Ka inh | PLK1 PBD inh
COC(=O)c1ccc(Nc2cc(C)nc(-c3ccccc3O)n2)cc1 | -11% | -1% | -1% | -5% | -5.4 | -5% | 25 | -6%
CCOC(=O)c1cc(C#N)c(C)nc1N(CC)CC | -9% | -21% | -4% | -10% | -2.1 | -1% | -4 | 3%
S=c1[nH]nc(-c2cc3c(s2)-c2ccccc2CC3)o1 | -32% | -18% | 10% | u | -9.6 | -15% | -89* | 21µM*
O=C(NCC(=O)N1CCCC1)c1ccc(Br)cc1 | -1% | 0% | 1% | -12% | -2.5 | 0% | -8 | -3%
CCCc1nc2ccccc2c(=O)n1/N=C/c1ccc(O)c(O)c1 | -28%[57.1 µM] | -37% | -5% | -7% | 0.5 | 1% | -2 | 1%
CCOC(=O)c1cnn(CCOC(=O)c2cccc(F)c2)c1NC(=O)c1cccc(F)c1 | 7% | -8% | -6% | -15% | -5.8 | 2% | 2 | -12%
Cc1ccc(/C=N/n2c(=O)c(C(C)(C)C)nn3cnnc23)cc1 | 2% | -2% | 7% | -14% | -2.4 | 0% | -4 | -8%
CC1CCCC(C)N1NC(=O)c1cccc(S(=O)(=O)N2CCc3ccccc32)c1 (configuration not stated) | -9% | -7% | 2% | -11% | -0.9 | -3% | 4 | 0%
